ATXN viability = cell viability loss in ATXN counter-screen; S2 cells (HEK-293 line with an ATXN2-luciferase reporter) viability, CellTiter-Fluor protease fluorescence, 24 h; Potency, µM (highest dose often 56.7 µM), actives largely listed as cytotoxic; hit rate 0.49% among 400,000; also: potency is read from the fitted curve at half-maximal effect; nearly all actives have a fitted effect of over 40% in size
CCT modulator = changes cytosolic chaperonin activity. purified chaperonin ATPase assay, HTRF ADP detection, 30 min. activity change, % (concentration not given with the values), hits read low. hit rate 0.3% among 360,000; in the data active = activity change below about -30%; also: % is scaled to controls: 0 for no effect and ±100 for the full control effect
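TRiC (40 or 20 nM final, by batch activity) in 30 mM Tris pH 7.4, 100 mM KCl, 5 mM MgCl2, 1 mM DTT was treated with compound at 76 uM single dose, then 10 uM ATP, 30 min at 37 °C. ADP was read by HTRF Transcreener.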
Nrf2 inh = inhibitors of Nrf2 signaling; Potency, µM (doses to about 46 µM), for inactives: at the highest dose activity change, negative = inhibition, actives largely listed as inhibitors; A549 ARE-Fluc reporter, luciferase luminescence, 18-24 h; hit rate 2.1% among 360,000; AID 504444; also: potency is read from the fitted curve at half-maximal effect; % is scaled to controls: 0 for no effect and ±100 for the full control effect; nearly all actives have a fitted effect of over 60% in size
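A549 ARE_Fluc cells, 5000/well, 5% FBS OPTI-MEM; compounds in dose-response, 18-24 h at 37 °C/5% CO2; CellTiter-Fluor viability read (Ex 405/Em 525), then BugLite luciferase luminescence = Nrf2 activity.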
Nrf2 ARE act = activates Nrf2 signaling | AREc32 ARE-luciferase reporter (MCF7-derived line), luminescence, 24 h | Potency, µM (top dose mostly 46.1 µM), for inactives: at the top dose activation, most hits filed as activators | hit rate 0.31% among 410,000 | AID 624171; also: potency is read from the fitted curve at half-maximal effect; % of control where 0% means no effect; nearly all actives have a fitted effect of over 65% in size
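AREc32_Fluc, 1000 cells/well, OPTI-MEM + 5% FBS, o/n 37 deg C 5% CO2; 23 nL cpd by pin tool, 24 hr; Steady-Glo 30 min RT, luminescence.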
TGFb inhibitor = blocks TGF-b signaling | HepG2 CAGA-GFP TGF-b/SMAD3 reporter, GFP fluorescence, 18 h; TGF-beta stimulated, 500 pg/mL final | Potency, µM (doses to about 46.1 µM), for inactives: at the top dose activity, negative = inhibition, hits mostly inhibitors | hit rate 1.2% among 410,000 | AID 588855; also: potency is read from the fitted curve at half-maximal effect; % is scaled to controls: 0 for no effect and ±100 for the full control effect; nearly all actives have a fitted effect of over 65% in size
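Cell-based qHTS in HEPG2 carrying a CAGA-GFP Smad reporter; compounds added before 500 pg/mL final TGF-beta, 18 h incubation at 37 degrees C, GFP fluorescence quantified per cell by imaging cytometry.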
pAkt inh = inhibitors of Akt phosphorylation; Neuro2A IGF-stimulated pAkt S473 HTRF, 20 min; stronger effect = lower value; activity change, % for hits at 50 µM; hit rate 0.32% among 360,000; in the data active = activity change below about -80%; inconclusive = mostly about -51% to -80%; also: % is scaled to controls: 0 for no effect and ±100 for the full control effect
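Single-point screen (50 µM final compound) in Neuro2A cells stimulated 20 min with 6 nM IGF at 37 deg C. After lysis, Ser473-phosphorylated Akt read by HTRF (ex 330 nm, em 615/665 nm) as the 665/615 ratio.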
Mm-Cpn inhibitor = blocks the Methanococcus maripaludis chaperonin Mm-Cpn. purified Mm-Cpn ATPase, ADP Transcreener TR-FRET. Potency, µM (doses to about 76.9 µM), inactives show at the top dose activity, negative = inhibition, actives largely listed as inhibitors. hit rate 0.031% among 330,000. AID 504842; also: potency is read from the fitted curve at half-maximal effect; % is scaled to controls: 0 for no effect and ±100 for the full control effect; nearly all actives have a fitted effect of over 80% in size
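ATPase read-out: TR-FRET ADP immunoassay (anti-ADP Eu cryptate vs ADP-d2), ex 320 nm, em 590/665 nm; signal drops as ADP forms. Enzyme 25 nM, ATP 10 uM, 30 min at 37°C after 10 min compound preincubation.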
A549 viability = kills or reduces viability of A549 cells in Nrf2 counter-screen; A549 ARE-Fluc cells, CellTiter-Fluor viability, 18-24 h; Potency, µM (highest dose often 46 µM), for the others: at the highest dose activity change, negative = cytotoxicity, most hits filed as inhibitors; hit rate 0.16% among 390,000; also: potency is read from the fitted curve at half-maximal effect; % is scaled to controls: 0 for no effect and ±100 for the full control effect
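A549 ARE_Fluc cells in 5% FBS OPTI-MEM were exposed to compounds in concentration-response for 18-24 h at 37 deg C. Viability was read by CellTiter-Fluor fluorescence (Ex 405/Em 525) after 30 min, before the luciferase read.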
HepG2 viability = HepG2 cytotoxicity, counter-screen for TGF-b inhibitors; HepG2 CAGA-GFP viability, ATP luminescence, 18 h; Potency, µM (titrated, usually from 46.1 µM), for the others: top-dose activity change, negative = cytotoxicity, actives largely listed as cytotoxic; hit rate 0.76% among 410,000; AID 588856; also: potency is read from the fitted curve at half-maximal effect; some results filed as inactive show a strong effect at the top dose
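HepG2 CAGA-GFP cells (1000/well, DMEM with 1% FBS) received compound, then TGF-beta at 500 pg/mL final, and were incubated 18 hours at 37 degrees C. Viability was read by CellTiter-Glo luminescence. Media-only wells were set as complete cell-killing and DMSO as no toxicity.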
An asterisk follows results filed as active; i = inactive; ? = inconclusive; / = not tested or not shown; [ ] = another dose, or the depositor's remark. Unless noted, calls follow the shape of the dose curve; as a rule, active = well fitted curve in the direction sought with a large enough effect; inconclusive = small, poorly fitted or top-dose-only effect, or another doubt; inactive = no such curve, though single readings can be large; an effect the other way counts as inactive or inconclusive.

SMILES	ATXN viability	CCT modulator	Nrf2 inh	Nrf2 ARE act	TGFb inhibitor	pAkt inh	Mm-Cpn inhibitor	A549 viability	HepG2 viability
Cn1c(=O)c2c(nc(N/N=C/c3cccnc3)n2Cc2ccc(F)cc2)n(C)c1=O	?	-1.1	-12%	-0.6%	-4%	i	1%	-6%	1%
CC(C)CCNC(=O)c1ccc2nc[nH]c2c1	i	1.5	2%	-0.2%	-29%	i	2%	3%	-8%
N#Cc1ccc(CSc2nnc(-c3cccnc3)o2)cc1	i	-4.7	3%	5.3%	-1%	i	-1%	-1%	16%
O=S(=O)(NC1CCCC1)c1cccc(S(=O)(=O)N2CCC(n3nnc4ccccc43)CC2)c1	i	0.2	-25%	-0.1%	-12%	i	-2%	-5%	-20%
O=C(CCCC(=O)N1CCCC1)N1CCCC1	i	-2.2	?	0.3%	-12%	i	2%	0%	0%
CC1CC(C)(C)NC(=O)O1 (stereo not drawn)	i	0.7	15%	-0.1%	12%	i	0%	-2%	6%
CCN1CCN(C(c2cccc(OC)c2)c2sc3nc(C)nn3c2O)CC1 (stereo not drawn)	i	-2.5	-4%	0.0%[9.22 µM]	-25%	i	-1%	18%	-12%
CC(C)Oc1ccc(C2CC(=O)N(Nc3ccc([N+](=O)[O-])cc3[N+](=O)[O-])C2=O)cc1 (stereo not drawn)	i	-0.6	-8%	-0.8%	-8%	i	1%	-8%	2%
O=C(c1ccccc1)C1CC1c1ccccc1 (stereo not drawn)	i	0.0	/	3.8%	-6%	i	/	/	-3%
O=C(COc1ccc(/C=N/NS(=O)(=O)c2ccccc2)cc1)Nc1ccc(F)cc1	i	-0.3	-7%	-0.5%	-13%	i	-4%	-5%	-2%
CC(C)c1ccc(NC(=O)COc2ccc(F)cc2C(=O)c2cnn(-c3ccccc3)c2)cc1	i	0.2	?	?	-1%	i	0%	4%	5%
Cc1cccc(CCNC(=O)C2CCC(CNS(=O)(=O)c3cccs3)CC2)c1 (stereo not drawn)	i	0.8	2%	-0.4%	-17%	i	1%	-1%	-36%
Cn1c(-c2ccccc2)cc2c3no[n+]([O-])c3ccc21	?	-1.7	?	?	?	i	-4%	?	-19%
CCCCC(O)(CCCC)C(=O)NN(C(=O)OC)c1ccccc1	i	-3.1	3%	-0.6%	-2%	i	1%	-1%	-11%
Cc1ccc(S(=O)(=O)N2CCSCCSCCSCCSCC2)cc1	?	-0.2	-11%	0.3%	-1%	i	/	9%	-1%
O=C(CS(=O)(=O)c1ccccc1)Nc1ccc(S(=O)(=O)Nc2ccccn2)cc1	i	0.5	4%	-0.1%	4%	i	-2%	2%	1%
O=C(c1ccccc1NS(=O)(=O)c1ccc(Cl)cc1)N1CCc2ccccc21	?	0.0	-2%	-0.3%	-6%	i	0%	-8%	2%
Cc1nc(Nc2ccccc2Cl)sc1C(=O)Nc1ccccc1	i	0.8	-9%	4.1%	0%	i	-5%	-3%	-30%
Cc1nc([N+](=O)[O-])c(Br)n1CC(=O)c1ccc(Cl)cc1	?	-1.4	/	?	?	i	0%	-22%	-89%
C=CCSC1=NC(N)=C(C#N)C2(CCCCC2)C1C(N)=O (stereo not drawn)	?	-0.5	12%	-0.4%	13%	i	-2%	4%	-1%
CCN1CCN(c2nc3c(C)cccn3c(=O)c2/C=C(\C#N)S(=O)(=O)c2ccc(C)cc2)CC1	i	1.1	4%	3.6%	0%	i	1%	-4%	8%
C=CCn1c(CCSCc2ccc(OC)c(C)c2)n[nH]c1=S	i	1.3	-18%	0.1%	-8%	i	1%	-4%	-6%
COc1ccc(Oc2nnnn2-c2ccccc2)cc1	i	1.6	9%	5.1%	-4%	i	1%	-9%	4%
Cc1ccccc1CNC(=O)c1ccc(Cn2c(SCc3cccc(F)c3)nc3cccnc32)cc1	/	/	-16%	3.5%	-30%	/	/	-1%	-41%
Nc1nc[nH]c(=O)c1N=Cc1ccccc1	i	0.0	1%	0.1%	6%	i	-8%	-3%	1%
Cc1ccc(Cn2nc(C)c(NC(=O)c3cc(-c4ccc5c(c4)OCO5)on3)c2C)cc1	?	1.0	?	3.1%	-21%	i	1%	?	11µM*
COc1cccc(NC(=O)c2ccccc2-c2nc(-c3ccccc3)no2)c1	i	-1.6	/	3.0%	-7%	i	-1%	-16%	-9%
COc1ccc(NC(=O)C2CCN(C3=NS(=O)(=O)C(c4ccc(C)c(C)c4)=C3C)CC2)c(OC)c1	i	/	8%	4.1%	-21%	/	/	4%	-14%
CC(C)(C)NC(=O)CSc1nncn1NCc1c(Cl)cccc1Cl	i	-4.3	-12%	-0.5%	-6%	i	-1%	-12%	0%
C[C@H]1CN=C(Nc2ccccc2)N1CCCC1CCCCC1	?	-1.8	4%	-0.2%	3%	i	0%	-8%	-24%
C=CCOc1c(Cl)cc(C2NC(=O)NC(C)=C2C(=O)OC)cc1Cl (stereo not drawn)	?	-1.3	?	2.0%	32%[activator]	i	2%	-4%	-34%
CCCCN(CCCC)/C(N)=N/c1nc(C)cc(C)n1	i	0.3	3%	0.5%	0%	i	-2%	-1%	-20%
O=C(NNc1cccc(Cl)n1)c1ccc(Cl)nc1	i	1.1	-22%	0.7%	-12%	i	2%	-4%	-4%
O=C(c1ccc(CS(=O)Cc2ccccc2Cl)o1)N1CCN(C2CCCCC2)CC1 (stereo not drawn)	i	1.3	2%	-0.3%	-18%	/	-1%	-7%	-27%
COc1ccccc1CSc1nc2n(n1)C(c1ccccc1)C(C(=O)Nc1ccc(C)cc1)=C(C)N2 (stereo not drawn)	i	/	-18%	1.7%	13%	/	/	-1%	-18%
Cc1ccc(S(=O)(=O)N2CCOCC2)cc1NC(=O)c1ccncc1	?	-0.5	/	-2.1%	4%	i	/	/	2%

Looked up above:
`C[C@H]1CN=C(Nc2ccccc2)N1CCCC1CCCCC1` – HepG2 viability: -24%
`C=CCOc1c(Cl)cc(C2NC(=O)NC(C)=C2C(=O)OC)cc1Cl` (stereo not drawn) – CCT modulator: -1.3

Following part.
SMILES	ATXN viability	CCT modulator	Nrf2 inh	Nrf2 ARE act	TGFb inhibitor	pAkt inh	Mm-Cpn inhibitor	A549 viability	HepG2 viability
CC1(C2CC2)NC(=O)N(CC(=O)Nc2ccc(F)cc2F)C1=O (stereo not drawn)	i	-0.4	-11%	-0.4%	-20%	i	-1%	-3%	1%
CCCCCCn1c(SCCC)nc2c1c(=O)[nH]c(=O)n2C	i	-1.2	/	3.3%	-6%	i	-1%	11%	-28%
N=c1c(C(=O)NCC2CCCO2)cc2c(=O)n3ccccc3nc2n1Cc1cccnc1 (stereo not drawn)	/	0.4	14%	-0.9%	-16%	i	-5%	?	-42%
CCOc1ccc(C(=O)Nc2ccccc2N2CCOCC2)cc1	i	-1.7	/	0.1%	9%	i	-2%	5%	-5%
COc1ccc(CCNC(=O)Cn2nc(C)c3c(C)n(-c4ccc(C)cc4)nc3c2=O)c(OC)c1	/	/	?	-1.3%	?	/	-6%	-7%	-5%
CCn1cc(CNCc2cn(-c3ccccc3C)nc2-c2ccc(OC)c(F)c2)cn1	?	0.1	6%	0.4%	-16%	i	-26%	7%	-6%
Cc1ccc(CSc2ccc(S(=O)(=O)N3CCOCC3)cn2)cc1	i	0.4	4%	1.9%	3%	i	-3%	8%	5%
O=C(NCc1nnc2c3ccccc3c(-c3ccccc3)nn12)c1ccc(Cl)cc1	/	2.2	21µM*	2.9%	-18%	i	-3%	?	1%
CCOc1ccc(NC(=O)/C(C#N)=C\c2ccc(-c3ccc(Cl)cc3)o2)cc1	i	/	5%	7.3%	18%	/	/	-9%	-15%
O=C(CSc1nc(-c2ccco2)cc(C(F)(F)F)n1)N1CCN(c2cccc(Cl)c2)CC1	i	-14	?	-0.2%	-22%	/	-14%	-5%	-29%
Cc1ccc(C)c(N2CCN(C(=O)CCc3c(C)nn(-c4ccc(N5CCCC5)nn4)c3C)CC2)c1	/	/	?	-0.8%	13µM*	/	/	-11%	-36%
OC(c1cccnc1)c1nc(-c2cccc(F)c2)cs1 (stereo not drawn)	i	-0.3	/	4.1%	1%	i	/	/	0%
CCOc1ccc(NC(=O)CN(C)C(=O)CCSc2ccc(F)cc2)cc1OCC	i	1.0	-29%	0.2%	4%	i	0%	1%	2%
CS(=O)(=O)N1CCCc2cc(C(=O)Nc3cccc(C(F)(F)F)c3)ccc21	/	/	9.2µM*	0.6%	-18%	/	/	-28%	-37%
Cc1ccc2cc(C3CC(c4ccco4)=NN3C(=O)CCC(=O)O)c(Cl)nc2c1 (stereo not drawn)	i	-1.5	-11%	2.9%	3%	i	1%	0%	-5%
Cc1cccc(NC(=O)Nc2cccs2)c1C	/	/	1%	?	/	/	/	-3%	-4%
Cc1ccccc1NC(=O)CCN1CCN(C)CC1	i	-1.0	5%	-0.6%	17%	i	-6%	1%	1%
COC(=O)C(CSCc1ccccc1)NC(=O)CSc1nc(N)cc(=O)[nH]1 (stereo not drawn)	i	-1.5	18%	0.7%	12%	i	-3%	0%	11%
CN1C(C)(C)c2ccccc2OS1(=O)=O	i	-0.3	?	-0.7%	19%	i	2%	0%	1%
CCC(C)(C(=O)NC1CCCCC1)N(C(=O)c1cnccn1)c1c(C)n(C)n(-c2ccccc2)c1=O (stereo not drawn)	i	-1.3	14%	0.1%	-15%	i	0%	2%	8%
COc1ccc(/C=N/NC(=O)c2ccc(COc3cccc4cccnc34)cc2)cc1OC	i	0.2	7%	-0.4%	1%	i	-1%	3%	8%

The order is random; overall some 4.4% were active at least once.
